DAX1 inh-1 – DAX1 (NR0B1) inhibitors, primary screen, cell-based, HEK293, Gal4-DAX1, luciferase luminescence; inhibition, % at 6.75 µM; AID 504766, 2011; HEK293 Gal4-DAX1 luciferase reporter; Nuclear receptor subfamily 0 group B member 1 (Homo sapiens), P51843; 340,000 compounds, 0.99% hits;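 active = inhibition above the mean over all tested compounds plus 3 SD, cut at about 4.2% in these data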;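 also: 0% = DAX1-transfected cells with DMSO and 100% = empty-vector control cells with DMSO; inhibition shows as a rise in luminescence from relieved DAX1 repression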
hgDAF-12 ag – H. glycines DAF-12 receptor agonists, primary screen, cell-based, luminescence, HEK293, GAL4 fusion, UAS-luciferase; HEK293 GAL4-hgDAF12 UAS-luciferase reporter, agonist luminescence; normalized to butyrate control; activation, % at 6.8 µM; 370,000 compounds, 1.8% hits;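 active = activation above a cutoff set at the mean of all screened compounds plus 3 SD, cut at about 10% in these data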;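 also: 0% = DMSO wells and 100% = sodium butyrate wells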
MBD2 DNA inh – inhibitors of MBD2 binding to methylated DNA, primary screen, biochemical, TR-FRET, DNA-binding domain, human; Methyl-CpG-binding domain protein 2 (Homo sapiens), Q9UBB5; inhibition, % at 4.4 µM; MBD2 binding to methylated oligonucleotide; 370,000 compounds, 0.31% hits; in the data active = inhibition above about 13%
ssDAF12 agonist – S. stercoralis DAF-12 nuclear receptor activators, primary screen, cell-based, luminescence, HEK293, GRIP1 co-expression, lit1-tk-luc | HEK293 ssDAF-12/GRIP1 lit1-tk-luc reporter; % of 3 µM dafachronic acid response | activation, % at 6.8 µM | 370,000 compounds, 1% hits | AID 652126, 2013;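 active = activation above the mean over all tested compounds plus 3 SD, cut at about 0.9% in these data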;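 also: 0% = DMSO-only wells and 100% = 3 µM delta7-dafachronic acid wells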
ADAM17 inh – ADAM17 inhibitors, primary screen, biochemical, QFRET; Disintegrin and metalloproteinase domain-containing protein 17 (Homo sapiens), P78536; recombinant ADAM17, EDANS/DABCYL FRET peptide cleavage; inhibition, % at 6.95 µM; 370,000 compounds, 0.83% hits; AID 720648, 2013;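 active = inhibition above the mean of compounds lying between control limits plus 3 SD, set per campaign, cut at about 8.5% in these data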;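 also: 0% = DMSO-only wells as the low control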
PLCg1 inh – PLC-gamma1 enzyme inhibitors, primary screen, biochemical, fluorescence, purified enzyme; 1-phosphatidylinositol 4,5-bisphosphate phosphodiesterase gamma-1 (Homo sapiens), P19174; fluorogenic substrate; inhibition, % at 12.2 µM; 370,000 compounds, 0.84% hits; AID 720700, 2013; in the data active = inhibition above about 9.5%
SMARCA2 act – SMARCA2 (BRM) function activators, primary screen, cell-based, luminescence, high throughput; MG213 cells, MMTV-luciferase reporter, dexamethasone, overnight; activation, % at 9.1 µM; 370,000 compounds, 1% hits; AID 652017, 2013; in the data active = activation above about 7.8%;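 also: 0% = vehicle wells and 100% = reference activator wells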
Rev-erbA mod – modulators of Rev-erb alpha DNA binding, primary screen, biochemical, FITC-DNA, fluorescence polarization, uHTS | Nuclear receptor subfamily 1 group D member 1 (Homo sapiens), P20393 | Rev-erbα–FITC-DNA binding, 90 min | activity, % at 10 µM | 370,000 compounds, 0.79% hits | AID 1259318, 2017;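 active = activity above about 14%, limit read from the data; passing the limit was not always enough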;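 also: 0% = DMSO wells with 35 nM protein and 100% = DMSO wells with 750 nM protein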
PLCb3 inh – human PLC-beta3 inhibitors, primary screen, biochemical, fluorescence; Purified PLC-beta3, fluorogenic substrate; inhibition, % at 12.2 µM; 1-phosphatidylinositol 4,5-bisphosphate phosphodiesterase beta-3 (Homo sapiens), Q01970; 370,000 compounds, 0.18% hits; in the data active = inhibition above about 11%;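 also: 0% = median of compound wells on plate and 100% = full blocker control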
DAX1 inh-2 – DAX1 (NR0B1) inhibitors on StAR promoter, primary screen, cell-based, luminescence, SF-1 (NR5A1), full-length DAX-1; HEK293T StAR-luciferase reporter, SF-1/DAX-1 repression relief; AID 652010, 2013; 370,000 compounds, 1.1% hits; inhibition, % at 6.8 µM;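 active = inhibition above the mean over all tested compounds plus 3 SD, cut at about 3.6% in these data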;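 also: 0% = DAX-1 cells with DMSO and 100% = cells lacking DAX-1 with DMSO; higher inhibition means more luminescence from relief of DAX-1 repression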
hcDAF12 agonist – H. contortus DAF-12 nuclear receptor activators, primary screen, cell-based, luminescence, HEK293, lit1-tk-luc reporter; 370,000 compounds, 1.4% hits; HEK293 hcDAF-12 lit1-tk-luc reporter; 0% DMSO, 100% Δ7-dafachronic acid; activation, % at 6.8 µM;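 active = activation above the mean of all tested compounds plus 3 SD, cut at about 5.5% in these data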;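 also: 100% = response to 3 µM Δ7-dafachronic acid high control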
The depositor's hits bear a star; i = inactive; . = not tested or not shown. Compounds were not picked by outcome; about 7.4% have a hit in one of these screens.

The opening 3 entries, ahead of the listing:
SMILES	DAX1 inh-1	hgDAF-12 ag	MBD2 DNA inh	ssDAF12 agonist	ADAM17 inh	PLCg1 inh	SMARCA2 act	Rev-erbA mod	PLCb3 inh	DAX1 inh-2	hcDAF12 agonist
COc1cc(NC(=S)NCc2ccco2)cc(OC)c1	0.5	-2.1	3.4	-1.5	0.7	0.5	0.0	7.7	-4.0	-0.2	-0.5
COC(=O)CCC(=O)Nc1cccc(Cl)c1	0.1	-1.0	-0.4	-0.9	-0.1	8.2	-2.1	-7.2	6.0	-0.3	0.8
CCCn1c(SCC(=O)NCc2ccco2)nnc1C(C)C	2.0	2.3	5.6	-0.4	2.1	6.0	-7.7	1.0	2.1	0.5	-0.9

The whole of this part (from the top)
SMILES	DAX1 inh-1	hgDAF-12 ag	MBD2 DNA inh	ssDAF12 agonist	ADAM17 inh	PLCg1 inh	SMARCA2 act	Rev-erbA mod	PLCb3 inh	DAX1 inh-2	hcDAF12 agonist
COc1cc(NC(=S)NCc2ccco2)cc(OC)c1	0.5	-2.1	3.4	-1.5	0.7	0.5	0.0	7.7	-4.0	-0.2	-0.5
COC(=O)CCC(=O)Nc1cccc(Cl)c1	0.1	-1.0	-0.4	-0.9	-0.1	8.2	-2.1	-7.2	6.0	-0.3	0.8
CCCn1c(SCC(=O)NCc2ccco2)nnc1C(C)C	2.0	2.3	5.6	-0.4	2.1	6.0	-7.7	1.0	2.1	0.5	-0.9
Cc1ccc(NC(=O)Nc2ccc(F)cc2F)c(OC(F)F)c1	0.0	-1.0	9.1	-1.4	-0.5	1.3	-0.2	3.1	-0.8	-0.5	-0.8
Cc1[nH]c2ccccc2c1CC(=O)Nc1ccc(Nc2ccncc2)cc1	.	3.0	0.1	2.1*	-1.7	-15.6	-0.3	-4.1	-17.9	-1.6	4.7
Cc1ccsc1C(=O)OCc1nc2ccccc2c(=O)[nH]1	0.5	4.2	-0.1	-0.9	-13.4	-10.0	0.9	-0.3	-11.1	1.7	-0.9
COc1ccccc1NC(=O)CN1CCC(n2c(C)nc3cc(F)ccc32)CC1	-1.9	-2.8	-0.8	-1.7	0.2	-1.3	-1.1	1.1	-1.8	-1.6	-2.3
COc1ccc([N+](=O)[O-])cc1NC(=O)c1csc(C)c1	0.3	3.9	-0.8	0.5	3.0	7.4	-0.3	-2.8	-1.7	1.4	1.7
COc1ccccc1NC(=O)CC1C(=O)NCCN1C(=O)Nc1ccc(Cl)c(Cl)c1 (stereo not drawn)	-1.8	-3.2	4.2	-1.5	1.7	-1.2	-0.5	4.1	-0.2	-0.6	-3.2
O=C(NNC1=Nc2cccc3cccc1c23)c1ccc(Br)cc1	.	1.4	-5.5	-0.8	-2.3	-9.4	-1.8	-3.7	-8.9	-0.5	3.0
CCOC(CNC(=O)Cn1nc(Cc2ccncc2)c2ccccc2c1=O)OCC	0.2	-0.4	2.1	-1.6	-1.1	-0.7	-2.5	0.6	-3.5	0.4	-1.7
CC1CCCC(O)(C(C(=O)O)c2ccccc2)C1 (stereo not drawn)	1.2	-2.5	0.1	-1.1	-0.7	1.3	4.2	-4.7	2.8	-0.3	-1.4
COc1ccc(OC)c(/C=C/C(=O)OCC(=O)Nc2nnc(-c3ccccc3)o2)c1	0.1	2.9	-11.3	-0.7	-63.2	i	-0.5	1.6	i	0.0	-0.5
COc1ccc2[nH]c3c(C)c4ccncc4c(C)c3c2c1	-0.5	-0.4	32.6*	2.0*	-9.2	-37.5	16.4*	-6.9	-47.1	-1.8	7.3*
CCOc1ccc(S(=O)(=O)N2CCN(C(=O)c3cc4c(s3)CCCC4)CC2)cc1	-0.4	-0.5	1.4	-1.9	-2.4	1.4	-2.2	-1.0	-2.4	-0.3	-0.3
c1ccc(-c2nc3ccccc3[nH]2)cc1	2.8	11.9*	2.7	0.0	-3.9	-1.4	5.6	-6.5	2.4	4.4*	4.4
CC(=O)c1c(C)nc(-c2ccccc2)nc1NC(=O)C(C)C	1.0	-0.6	0.1	-0.6	-3.0	0.3	0.8	-6.5	3.1	-0.5	-0.2
CC(=O)c1cccc(NC(=O)c2cc(-c3ccco3)on2)c1	0.7	4.0	-2.4	-1.0	-1.2	-4.6	-0.1	2.8	0.1	0.2	-0.9
CNc1snc(C)c1C(=O)OC(C)C(=O)Nc1cccc(C)c1 (stereo not drawn)	-0.1	-0.2	0.2	-1.2	0.6	0.3	-2.0	-5.6	4.0	-1.9	-3.4
CCOCCCn1c(SCC(=O)NC2CCCCC2)nc2ccccc2c1=O	-0.8	3.2	0.1	-1.6	-4.6	-0.4	-3.1	-1.1	0.9	0.3	-2.0
Cc1cccc(Nc2nc(NCCO)nc(N3CCCC3)n2)c1	-0.2	0.1	-0.7	-1.7	-1.9	2.5	1.3	-0.2	0.1	-0.5	-1.2
COc1cccc(-c2cc(C(=O)N3CCCCCC3)no2)c1	2.2	18.2*	0.0	0.5	-2.8	-1.1	1.4	3.6	-1.7	9.6*	8.1*
COc1ccc([C@H]2C[C@H](O)[C@@H](n3cc(-c4ccc(F)cc4)nn3)CN2Cc2cccs2)cc1	-2.6	0.5	-3.4	-0.8	1.3	-0.2	2.7	11.7	2.5	-1.3	0.3
Cc1cc(NC(=O)C(C)SCC(=O)OCC(=O)N(C)c2ccccc2)no1 (stereo not drawn)	4.6*	1.6	-5.3	-0.7	0.9	-1.6	-1.7	-3.3	-2.4	1.1	-1.0
CCC(C)c1ccc(S(=O)(=O)N2CCN(C(C)C(=O)NC3CCCC3)CC2)cc1 (stereo not drawn)	-0.9	0.2	-1.4	-1.3	-1.1	-0.2	3.0	7.6	-4.9	-1.0	-0.8

Single entries from the entries so far.
COc1ccc([C@H]2C[C@H](O)[C@@H](n3cc(-c4ccc(F)cc4)nn3)CN2Cc2cccs2)cc1 @ ssDAF12 agonist = -0.8
Cc1ccc(NC(=O)Nc2ccc(F)cc2F)c(OC(F)F)c1 @ hgDAF-12 ag = -1.0
CC(=O)c1c(C)nc(-c2ccccc2)nc1NC(=O)C(C)C @ SMARCA2 act = 0.8
CCC(C)c1ccc(S(=O)(=O)N2CCN(C(C)C(=O)NC3CCCC3)CC2)cc1 (stereo not drawn) @ DAX1 inh-1 = -0.9
O=C(NNC1=Nc2cccc3cccc1c23)c1ccc(Br)cc1 @ hgDAF-12 ag = 1.4
COc1ccccc1NC(=O)CC1C(=O)NCCN1C(=O)Nc1ccc(Cl)c(Cl)c1 (stereo not drawn) @ PLCb3 inh = -0.2

(cont.)
SMILES	DAX1 inh-1	hgDAF-12 ag	MBD2 DNA inh	ssDAF12 agonist	ADAM17 inh	PLCg1 inh	SMARCA2 act	Rev-erbA mod	PLCb3 inh	DAX1 inh-2	hcDAF12 agonist
O=C(COC(=O)Cc1ccc(Cl)cc1)Nc1ccc(OC(F)F)cc1	-0.2	1.9	4.2	-1.1	1.6	-0.8	-2.7	4.4	-3.0	0.2	-1.9
CCCn1c(Cc2ccccc2)n[nH]c1=S	-0.2	-0.8	5.8	-0.9	-3.6	0.1	1.4	1.0	2.0	-0.1	-0.3
COc1ccc(NC(=O)CN(C)CC(=O)Nc2cccc(F)c2)cc1Cl	-0.3	-0.1	2.2	-1.7	1.2	1.1	-2.1	-6.3	0.4	-0.4	0.0
CSCCC(NC(=O)/C(=C/c1ccc2c(c1)OCO2)NC(=O)c1cccc([N+](=O)[O-])c1)C(=O)O (stereo not drawn)	0.7	4.5	-5.3	-1.1	1.3	1.3	-0.7	0.4	-1.6	0.3	0.3
COc1cc(C(=O)N(c2ccc(C)c(C)c2)C2C=CS(=O)(=O)C2)cc(OC)c1OC (stereo not drawn)	1.9	-1.8	-3.2	-1.7	-1.6	1.1	2.9	2.0	1.3	-0.1	-2.1
OCC1(Cc2ccc(F)cc2F)CCCN(CCCc2ccccc2)C1 (stereo not drawn)	0.9	0.0	1.1	0.0	0.1	2.9	-1.9	1.0	-5.4	0.0	-1.2
Cc1cc(C(C)(C)C)cc(C)c1S(=O)(=O)N1CCN(C(=O)c2cc([N+](=O)[O-])c[nH]c2=O)CC1	0.9	0.3	-5.3	-1.3	2.9	-1.2	-1.3	8.3	0.5	-0.5	-2.7
Oc1ccccc1-c1cc(C(F)(F)F)nc(-c2ccccc2)n1	0.7	1.4	5.8	-1.5	0.7	1.7	-4.0	-0.1	-1.3	0.4	0.6
CCn1c(SCC(=O)N/N=C/C=C\c2ccccc2[N+](=O)[O-])nc2ccccc21	3.9	-0.2	-4.8	-2.2	-1.9	3.5	0.0	4.5	2.0	-0.7	-1.7
O=C(CCN1CCCCC1)N/N=C/c1c[nH]c2ccccc12	-0.5	-1.1	-2.2	-1.1	-4.0	2.1	-3.2	-3.5	-7.4	0.9	1.1
Cc1cc(C)c(C)c(OCCCCn2cnc3ccccc3c2=O)c1	0.6	1.0	-5.6	-1.6	2.9	4.5	3.8	-2.7	3.5	-0.8	-1.1
N#C/C(=C/c1ccc(CNS(=O)(=O)c2ccccc2)o1)C(N)=O	-1.2	-2.2	-0.7	-1.2	0.0	2.4	-2.4	-1.0	0.8	-0.6	3.8
Cc1nn2c(COc3ccc(NC(=O)c4ccccc4Cl)cc3)nnc2c2ccccc12	-0.3	-1.5	0.1	-2.8	-0.5	-0.8	2.5	-15.7	-3.5	-1.2	-3.1
O=C1NC(=O)C(Cc2cccc(Oc3ccccc3)c2)S1 (stereo not drawn)	0.3	0.1	-1.6	0.1	2.3	-0.1	6.0	8.8	-3.3	0.1	0.8
CSc1cccc(NC(=O)CN(c2ccc(C)cc2C)S(C)(=O)=O)c1	-1.3	1.1	2.0	-1.4	7.9	1.8	-0.2	-4.2	-3.1	-0.1	-0.8
Cc1ccc(/C=N/Nc2cn[nH]c(=O)n2)o1	-0.7	8.7	-3.8	-0.4	1.2	-2.7	5.6	-3.6	3.2	1.7	3.1
CC(=O)c1c(C)nc2nonc2c1N	-0.9	3.7	-3.3	-1.5	-60.7	i	2.1	-2.0	i	0.1	0.3
Cc1cc(C)c(C#N)c(SCC2COc3ccccc3O2)n1 (stereo not drawn)	-0.2	-0.5	1.5	-1.1	-2.8	-2.0	-1.8	0.5	-0.7	-0.1	-1.5
O=c1c2ccccc2oc2cc(OCc3ccc(F)cc3)cc(O)c12	-0.5	-0.6	-2.5	-0.7	-18.6	-28.4	5.6	-1.3	-44.3	0.5	0.0

Screens deposited in PubChem by several laboratories.
